# Assay outcomes (PubChem)
# Cdc42 wt: modulators of GTP binding to wildtype Cdc42, primary screen, biochemical, multiplex bead flow cytometry, Bodipy-GTP. Cell division control protein 42 homolog (Homo sapiens), P60953. 190,000 tested, 0.2% active. GST-Cdc42 beads; actives lie on both sides. percent activity (GTP binding), % at 10 µM;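 active = percent activity GTP binding at least 20 points away from the 100% baseline, either down as inhibitor or up as activator; inconclusive = compound flagged as likely green fluorescent from well-wide comparison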;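 note: median bead fluorescence of bound Bodipy-FL-GTP at 100 nM; 0% = excess unlabeled GTP control and 100% = no compound control; below 100% means less GTP binding so inhibitor and above means activator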
# Target sequence (P60953 whole entry, looked up): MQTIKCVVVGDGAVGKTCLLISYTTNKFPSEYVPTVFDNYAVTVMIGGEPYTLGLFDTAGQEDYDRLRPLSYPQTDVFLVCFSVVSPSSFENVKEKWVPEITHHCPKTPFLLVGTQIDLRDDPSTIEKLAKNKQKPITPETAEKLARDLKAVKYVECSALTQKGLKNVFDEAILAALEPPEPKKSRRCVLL
# Mcl1 Bid PPI: Mcl-1/Bid binding inhibitors, primary screen, biochemical, TR-FRET, 1536-well; TR-FRET Mcl-1/Bid-Dy647 peptide binding; inhibition, % at 21.7 µM; 220,000 tested, 0.97% active;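 active = compounds that cut the binding signal by more than half at the single screening dose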;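 note: His-tagged Mcl-1 with europium anti-His antibody binding Bid BH3 peptide; 0% = Mcl-1 plus peptide wells and 100% = peptide-only wells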
# Rab7 wt GTP bind: modulators of GTP binding to Rab7, primary screen, biochemical, wildtype, multiplex bead flow cytometry; 190,000 tested, 0.055% active; GST-Rab7 beads, fluorescent GTP binding; actives lie on both sides; untreated = 100%, excess cold GTP = 0%; GTP binding activity (percent of control), % at 10 µM; Rab7 GTPase wild type (dog), Bodipy-FL-GTP binding; AID 758, 2007;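 active = fluorescent GTP binding to Rab7 beads changed by at least 20 points from the 100% baseline, either direction, mostly lower; inconclusive = compound itself probably fluorescent, or too few beads counted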;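 note: median green fluorescence of bound Bodipy-FL-GTP per Rab7 bead population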
# Pf gamet viab: late stage P. falciparum gametocyte viability inhibitors, primary screen, ATP luminescence, HTS; inhibition, % at 10.9 µM; P. falciparum stage V gametocytes, 24 h; 150,000 tested, 0.065% active;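 active = inhibition above the mean plus 3 SD of compounds within the control limits, set per campaign, cut at about 38% in these data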;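 note: 0% = DMSO wells and 100% = medium only without gametocytes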
# RGS8-Gao: RGS8-Galphao binding modulators, primary screen, biochemical, multiplexed bead flow cytometry | Guanine nucleotide-binding protein G(o) subunit alpha (Homo sapiens), P09471 | actives lie on both sides | response (percent of control binding), % at 10 µM | 220,000 tested, 0.34% active | AID 1423, 2008; in the data active = response below about 60% or above about 140%; inactive = in between;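 note: Galphao activated as the GDP aluminium fluoride complex binding bead-coupled RGS8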
# Target sequence (P09471 whole entry, looked up): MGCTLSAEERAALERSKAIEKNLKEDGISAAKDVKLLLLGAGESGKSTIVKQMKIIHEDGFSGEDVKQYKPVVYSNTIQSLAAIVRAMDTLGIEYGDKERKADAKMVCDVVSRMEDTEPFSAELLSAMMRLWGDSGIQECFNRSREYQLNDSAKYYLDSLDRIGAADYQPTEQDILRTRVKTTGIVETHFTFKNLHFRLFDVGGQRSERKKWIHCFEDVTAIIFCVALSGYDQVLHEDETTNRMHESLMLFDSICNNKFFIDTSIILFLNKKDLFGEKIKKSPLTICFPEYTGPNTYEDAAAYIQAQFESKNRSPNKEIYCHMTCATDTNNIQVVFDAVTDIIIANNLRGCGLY
# Mcl1-Noxa inh: Mcl-1/Noxa binding inhibitors, primary screen, biochemical, TR-FRET, 1536-well; Induced myeloid leukemia cell differentiation protein Mcl-1 (Homo sapiens), Q07820; TR-FRET Mcl-1/Noxa peptide binding, 2 h; inhibition, % at 21.7 µM; 220,000 tested, 1.5% active; AID 1022, 2008;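 active = compounds that cut the protein-peptide binding signal by more than 50% relative to plate controls in a single-dose test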;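 note: His-tagged Mcl-1 with rhodamine Noxa BH3 peptide and terbium anti-His antibody; 0% = Mcl-1 plus Noxa peptide wells and 100% = peptide-only wells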
# Rac1 wt GTP bind: wildtype Rac1 GTP binding modulators, primary screen, biochemical, GST-Rac1 beads, flow cytometry, multiplex. Ras-related C3 botulinum toxin substrate 1 (Homo sapiens), P63000. GTP binding activity (% of control), % at 10 µM. fluorescent GTP binding; actives lie on both sides; 0 = cold GTP competed, 100 = untreated. 190,000 tested, 0.27% active;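 active = GTP binding activity at least 20 points away from the 100% control level, either lower or higher; inconclusive = compound flagged as likely green fluorescent, judged across all proteins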
# Rac1 act GTP bind: GTP binding modulators of activated mutant Rac1, primary screen, biochemical, bead-based flow cytometry, multiplex, fluorescent GTP; GST-Rac1 activated beads; actives lie on both sides; 100% means binding = to untreated wells; 190,000 tested, 0.11% active; Ras-related C3 botulinum toxin substrate 1 (Homo sapiens), P63000; percent activity (GTP binding), % at 10 µM; AID 764, 2007;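 active = GTP binding at least 20 percentage points away from the 100% baseline, in either direction, so actives lie on both sides; inconclusive = Compound likely fluorescent itself, or too few beads counted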
# Mcl-1 Bim block: inhibitors of Bim peptide binding to Mcl-1, primary screen, biochemical, bead-based flow cytometry, multiplex; Bim peptide-Mcl-1 binding; inhibition, % at 10 µM; 190,000 tested, 0.1% active; AID 1009, 2008; in the data active = inhibition above about 40%;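 note: 0% = no compound tracer wells and 100% = peptide blocker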
# HRas wt GTP bind: modulators of GTP binding to HRas wildtype, primary screen, biochemical, bead-based flow cytometry, multiplex. GTPase HRas (Homo sapiens), P01112. GST-Ras wt beads, Bodipy-FL-GTP binding; actives lie on both sides. GTP binding activity, % at 10 µM. 190,000 tested, 0.14% active;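 active = GTP binding activity at least 20% away from the 100% baseline, either lowered as inhibitor or raised as activator; inconclusive = flagged as likely green fluorescent, judged across all proteins in the well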;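 note: 0% = unlabeled GTP competition control and 100% = no-compound control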
# Target sequence (P01112 whole entry, looked up): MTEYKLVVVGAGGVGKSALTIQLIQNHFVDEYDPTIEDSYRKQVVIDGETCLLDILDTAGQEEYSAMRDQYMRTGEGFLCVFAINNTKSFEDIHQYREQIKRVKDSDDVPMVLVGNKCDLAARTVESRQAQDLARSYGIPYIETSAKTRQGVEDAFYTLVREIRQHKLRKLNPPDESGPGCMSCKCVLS
# Rab2A wt mod: modulators of GTP binding to Rab2A wildtype, primary screen, biochemical, dog, bead-based flow cytometry, multiplex; 190,000 tested, 0.19% active; GTP binding activity, % at 10 µM; GST-Rab2 wt beads, Bodipy-GTP binding;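 active = GTP binding activity at least 20 points away from 100%, either lowered or raised; inconclusive = signal likely due to the compound's own green fluorescence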;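 note: 0% = beads with excess unlabeled GTP and 100% = no-compound control corrected for plate trend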
# Starred values were filed as active, the others as inactive; u = inconclusive; x = no result given.
# Preview:
SMILES,Cdc42 wt,Mcl1 Bid PPI,Rab7 wt GTP bind,Pf gamet viab,RGS8-Gao,Mcl1-Noxa inh,Rac1 wt GTP bind,Rac1 act GTP bind,Mcl-1 Bim block,HRas wt GTP bind,Rab2A wt mod
CC(=O)c1ccccc1NS(=O)(=O)c1ccccc1Cl,97,0,107,-24,100,13,104,96,-3,102,103
Cc1ccnc(NS(=O)(=O)c2ccc(NC(=O)c3ccc([N+](=O)[O-])s3)cc2)n1,92,-19,99,x,91,-1,96,92,3,96,95

# This part in full, previewed entries included:
SMILES,Cdc42 wt,Mcl1 Bid PPI,Rab7 wt GTP bind,Pf gamet viab,RGS8-Gao,Mcl1-Noxa inh,Rac1 wt GTP bind,Rac1 act GTP bind,Mcl-1 Bim block,HRas wt GTP bind,Rab2A wt mod
CC(=O)c1ccccc1NS(=O)(=O)c1ccccc1Cl,97,0,107,-24,100,13,104,96,-3,102,103
Cc1ccnc(NS(=O)(=O)c2ccc(NC(=O)c3ccc([N+](=O)[O-])s3)cc2)n1,92,-19,99,x,91,-1,96,92,3,96,95
O=C(NC(=S)Nc1ccccc1)c1cc(-c2ccccc2)nc2ccccc12,102,-76,94,x,100,13,96,94,-1,99,96
Cc1ccccc1NC(=O)c1c(C)nn(-c2ccccc2)c1Cl,104,-15,104,21,98,-9,105,101,-1,101,102
COc1ccc2sc3c(=O)[nH]c4ccccc4c3c2c1,99,49,99,x,101,-5,99,97,0,99,98
O=C(CN1C(=O)c2cccc3cccc(c23)C1=O)NCCN1CCOCC1,u,-40,u,x,102,9,u,u,-4,u,u
CCNC(=O)COC(=O)/C=C/c1c(C)nn(Cc2cccc(OC)c2)c1Cl,98,-42,104,17,100,14,94,94,2,96,95
Cc1nc2ccccn2c1C(=O)NNC(=S)Nc1ccc(Cl)cc1,97,-20,95,x,98,-23,100,96,-5,95,94
Cc1oc(C)c2c(=O)ccc3c(c12)OC(N)=C(C#N)C3c1ccc(F)cc1 (stereo not given),100,-50,96,12,101,17,103,101,3,100,100
C=C(C)Cn1c(SCC(=O)N/N=C/c2c(O)ccc3ccccc23)nc2ccccc2c1=O,u,-39,u,17,98,-20,u,u,-25,u,u
CC1=C(C(=O)OC2CCCCC2)C(c2cccnc2)n2nnnc2N1 (stereo not given),98,1,103,6,101,4,104,98,-3,102,96
CN1CCN(S(=O)(=O)c2ccc(Br)c3nsnc23)CC1,100,-28,101,x,101,-10,101,99,-2,100,101
CCN(CC)N=Nc1ccc(C(=O)O)cc1,100,-11,97,0,121,21,104,99,-5,99,102
CC(=O)Oc1c(S(=O)(=O)c2ccc(C)cc2)c(C)nn1C(C)(C)C,104,8,97,32,102,-7,103,100,-1,104,104
Cn1c(=O)c(C(=O)NC2CCCCCCC2)c(O)c2ccccc21,100,-32,92,x,82,1,106,103,-1,98,99
O=C(Nc1ccccc1)c1cc(Cl)nc2ccccc12,97,-23,98,x,103,13,96,97,-1,99,98
COc1ccc(-c2noc(CN3CCOCC3)n2)cc1OC,97,19,95,x,98,5,95,98,-2,96,95
N#CNC(N)=Nc1cccc(Cl)c1,101,-24,99,16,97,13,104,99,0,98,98
Cc1[nH]c(=O)[nH]c(=O)c1NC(=O)c1ccc(OC(C)C)cc1,96,-17,102,x,100,12,101,94,1,98,94
CCCCN(CC)Cc1ccc(CNC(=S)Nc2ccccc2F)o1,96,-13,105,10,100,-14,99,97,0,99,98
COCCOC(=O)C(C#N)c1nc2ccccc2nc1N1CCN(Cc2ccccc2)CC1 (stereo not given),95,-23,96,x,101,23,96,98,-1,98,100
NCCCC[C@@H]1NC(=O)c2cc([N+](=O)[O-])cc(I)c2SC[C@@H](C(N)=O)NC(=O)[C@H](CCC(N)=O)NC1=O,102,-7,104,x,94,2,101,99,-2,101,102
COCCN(CCOC)c1nc(S(=O)(=O)c2ccc(C)cc2)c(Cl)s1,105,8,100,-11,101,2,106,103,-4,102,99
COC(=O)C1=C(C)Nc2c(c(=O)n(C)c(=O)n2C)C1c1ccc(C)cc1 (stereo not given),u,-29,u,x,102,-8,u,u,-2,u,u
COc1ccc(Cc2c[nH]c(=O)[nH]c2=O)cc1,u,-7,u,x,105,12,u,u,1,u,u
Cc1ccc(NC2=Nc3ccccc3CC2)cc1,103,-35,95,x,104,1,105,102,-2,99,98
C#CCOc1ccc(C2C3=C(COC3=O)Nc3cc4c(cc32)OCO4)cc1OC (stereo not given),90,-34,91,0,105,9,89,92,-4,91,95
Cc1ccc2c(CC(=O)OCn3nnc4ccccc4c3=O)coc2c1,95,-28,95,-4,101,19,95,94,-1,99,94
C=CCSc1nc2c(sc3nc(C)cc(C)c32)c(=O)[nH]1,102,-5,92,x,103,57*,99,97,1,99,98
COC(=O)c1ccc(C(=O)OC)c(NC(=O)COC(=O)c2ccccc2OC)c1,104,6,100,-3,102,-104,107,101,2,101,99

# Part of the list above in order of count of non-hydrogen atoms, largest number first:
SMILES,Cdc42 wt,Mcl1 Bid PPI,Rab7 wt GTP bind,Pf gamet viab,RGS8-Gao,Mcl1-Noxa inh,Rac1 wt GTP bind,Rac1 act GTP bind,Mcl-1 Bim block,HRas wt GTP bind,Rab2A wt mod
COCCOC(=O)C(C#N)c1nc2ccccc2nc1N1CCN(Cc2ccccc2)CC1 (stereo not given),95,-23,96,x,101,23,96,98,-1,98,100
C#CCOc1ccc(C2C3=C(COC3=O)Nc3cc4c(cc32)OCO4)cc1OC (stereo not given),90,-34,91,0,105,9,89,92,-4,91,95
Cc1ccnc(NS(=O)(=O)c2ccc(NC(=O)c3ccc([N+](=O)[O-])s3)cc2)n1,92,-19,99,x,91,-1,96,92,3,96,95
Cc1oc(C)c2c(=O)ccc3c(c12)OC(N)=C(C#N)C3c1ccc(F)cc1 (stereo not given),100,-50,96,12,101,17,103,101,3,100,100
Cc1ccc2c(CC(=O)OCn3nnc4ccccc4c3=O)coc2c1,95,-28,95,-4,101,19,95,94,-1,99,94
COCCN(CCOC)c1nc(S(=O)(=O)c2ccc(C)cc2)c(Cl)s1,105,8,100,-11,101,2,106,103,-4,102,99
Cn1c(=O)c(C(=O)NC2CCCCCCC2)c(O)c2ccccc21,100,-32,92,x,82,1,106,103,-1,98,99
Cc1ccc(NC2=Nc3ccccc3CC2)cc1,103,-35,95,x,104,1,105,102,-2,99,98
COc1ccc(Cc2c[nH]c(=O)[nH]c2=O)cc1,u,-7,u,x,105,12,u,u,1,u,u
CCN(CC)N=Nc1ccc(C(=O)O)cc1,100,-11,97,0,121,21,104,99,-5,99,102

# More structures follow:
SMILES,Cdc42 wt,Mcl1 Bid PPI,Rab7 wt GTP bind,Pf gamet viab,RGS8-Gao,Mcl1-Noxa inh,Rac1 wt GTP bind,Rac1 act GTP bind,Mcl-1 Bim block,HRas wt GTP bind,Rab2A wt mod
Cc1cc(C)c(S(=O)(=O)Nc2cc(SCC(=O)O)c(O)c3ccccc23)cc1C,102,29,98,x,80,82*,105,99,0,101,101
COc1ccccc1N(CC(=O)Nc1cccc(C(F)(F)F)c1)S(C)(=O)=O,91,-49,99,8,106,-7,93,92,-4,95,94
COc1ccc(CN(C(=O)CNC(=O)c2ccco2)C(C(=O)NC2CCCC2)c2ccco2)cc1 (stereo not given),104,-26,100,x,102,7,105,99,2,100,100
O=C(CSCc1cnn(-c2ccccc2)c1-n1cccc1)N1CCN(Cc2ccccc2)CC1,96,-29,90,2,104,-8,95,96,0,96,92
COc1ccc(C2C(C(=O)c3sc(C)nc3C)=C(O)C(=O)N2CCN2CCOCC2)cc1 (stereo not given),105,-18,94,8,109,25,103,101,-2,104,102
COc1ccc2c(c1)cc1n2CCN2CCCN=C12,102,-36,101,17,101,-12,103,98,5,102,104
COc1ccc(CCNC(=O)c2nc(-c3cccs3)no2)cc1OC,98,-5,105,-22,93,17,100,92,2,99,98
CC1CC(C)CN(CC(=O)Nc2ccc3c(c2)OCCO3)C1 (stereo not given),96,20,98,x,101,12,96,95,-3,97,97
COc1ccc(-c2noc(COc3ccc4c(c3)OCO4)n2)cc1,98,-11,98,x,102,5,97,96,0,97,95
COc1cccc(CNC(=O)Cc2csc(Nc3nc(=S)[nH]c4ccccc34)n2)c1,91,-38,105,-25,102,-11,89,94,-2,93,93
CC(C)(C)c1cccc(/C=N/O)c1O,100,2,104,-23,106,9,104,100,1,102,102
O=C(Nc1cccnc1)c1cc2c(ccc3ccccc32)o1,98,26,95,x,99,36,93,93,0,97,96
CC(C)c1nc2oc3c(NCC4CCCO4)ncnc3c2c2c1CCC2 (stereo not given),94,7,94,x,102,2,97,93,-3,95,93
COc1ccc(NC(=O)CSc2nc3nc(-c4cccs4)cc(C(F)(F)F)c3c(=O)[nH]2)c(OC)c1,88,-58,93,x,85,42,89,87,-6,91,88
NNC(=O)Cc1cn(-c2ncc(C(F)(F)F)cc2Cl)c2ccccc12,100,-30,97,8,86,-17,101,97,0,100,98
O=C(CCNC(=O)c1ccc(Cl)cc1)Nc1ccc(Cl)cc1F,104,-12,104,7,99,2,104,102,-1,102,100
CCc1nnc(NC(=O)CSc2nnc(CNc3cccc(C)c3)n2-c2ccccc2)s1,98,-82,94,16,94,11,99,98,-2,98,99
O=S(=O)(NCCSc1nnnn1-c1ccccc1)c1cccs1,97,-7,98,7,101,12,99,99,-1,99,97
COc1cc(C2Nc3c(F)cccc3C3C=CCC32)cc(Br)c1OC (stereo not given),97,-12,97,10,104,30,99,97,3,95,97
Cc1cc(/C=N/NC(N)=S)c(C)n1-c1ccc(Cl)c(Cl)c1,99,-117,99,-5,99,-4,103,99,-1,96,96
CCOC(=O)N1CCN(Cc2nc(C3CC3)no2)CC1,97,-24,97,-5,103,10,97,96,-3,98,97
CC1(C)CC(=O)C2=C(C1)NC(Nc1nc3ccccc3o1)=NC2c1ccccn1 (stereo not given),100,-26,103,7,100,-6,102,97,-7,99,102
